Screens: PubChem BioAssay, Southern Research Specialized Biocontainment Screening Center
H1N1 NS1A inhibition: H1N1 influenza NS1A inhibitors, functional cell based assay (AID 504329); hit rate 0.3% among 340,000; inhibition, % at 12.5 µM; hits with a dose series show IC50 in µM; NS1A functional cell-based assay, percent inhibition; higher % means a stronger effect; in the data active means a potency from the dose series; inconclusive means inhibition above about 27% without an active follow-up result; further: strong numbers were not always called active
inhibitors of VEEV: inhibitors of VEEV TC-83 cytopathic effect, confirmation, Vero cells (AID 588727); Vero cells, VEEV TC-83 cytopathic effect inhibition; higher % means a stronger effect; one-dose inhibition, % at 20 µM; IC50 in µM for titrated hits; hit rate 0.13% among 350,000; in the data active means a potency from the dose series; inconclusive means inhibition mostly from about 14% at the one dose, without a potency; inactive means the rest, 99 in 100 with inhibition below about 12%; further: strong numbers were not always called active
M. tuberculosis: growth inhibition of non-replicating M. tuberculosis (AID 488890) | Mycobacterium tuberculosis non-replicating, growth inhibition; higher % means a stronger effect | hit rate 0.39% among 320,000 | one-dose inhibition, % at 25 µM; IC50 in µM for titrated hits; in the data active means a potency from the dose series; inconclusive means inhibition mostly from about 82% at the one dose, without a potency; inactive means the rest, 99 in 100 with inhibition below about 76%;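 further: plate controls were DMSO cells for no effect and high antibiotic wells for full effect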
H37Rv inhibition: M. tuberculosis growth inhibition, HTS (AID 449762). M. tuberculosis H37Rv growth inhibition, 7H9 media; higher % means a stronger effect. hit rate 0.59% among 330,000. inhibition, % at 25 µM; hits with a dose series show IC50 in µM; in the data active means a potency from the dose series; inconclusive means inhibition above about 70% without an active follow-up result;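 further: bacterial growth assessed after seven days of incubation; strong numbers were not always called active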
Salmonella PhoP GFP: Inhibition of PhoP regulon, Salmonella typhi GFP reporter cells, confirmation, 4 h (AID 1850). Salmonella Typhi PhoP-promoter GFP reporter, fluorescence, 4 h; higher % means a stronger effect. inhibition, % at 50 µM; hits with a dose series show IC50 in µM. hit rate 0.33% among 310,000; in the data active means a potency from the dose series; inconclusive means inhibition mostly from about 25% at the one dose, without a potency; inactive means the rest, 99 in 100 with inhibition below about 19%;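 further: 0% = induced wells with vehicle and 100% = uninduced wells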
inhibitors of VEEV 10K pilot screen: second read-out of inhibitors of VEEV, no call of its own (marks repeat the call); inhibition, %; measured here: 10K pilot screen inhibition
Numbers without * were called inactive; i = inactive; ? = inconclusive; . = no result given.

A first look:
SMILES	H1N1 NS1A inhibition	inhibitors of VEEV	M. tuberculosis	H37Rv inhibition	Salmonella PhoP GFP	others
CCN(CCn1cccn1)C(=O)c1cccc(OC2CCN(S(C)(=O)=O)CC2)c1	-10%	1.5%	-12%	-5%	-3%
Cc1csc(NC(=O)/C=C/c2ccc(C)o2)n1	3%	0.4%	1%	-1%	2%
Cc1ccc(C(=O)Nc2ccc(N3CCN(C(=O)c4ccco4)CC3)cc2)cc1	-2%	1.4%	41%	5%	-3%
O=S(=O)(NC1CC1)c1ccc(Cl)cc1	-2%	i	1%	9%	1%
CC(CO)(CO)N=Cc1c(O)n(-c2cccc3ccccc23)c(=O)[nH]c1=O	0%	i	-11%	-3%	-4%
COc1ccc(-c2nc(C)ncc2N=Nc2ccccc2)cc1	24%	7.8%	9%	9%	-3%

Results (from the top)
SMILES	H1N1 NS1A inhibition	inhibitors of VEEV	M. tuberculosis	H37Rv inhibition	Salmonella PhoP GFP	others
CCN(CCn1cccn1)C(=O)c1cccc(OC2CCN(S(C)(=O)=O)CC2)c1	-10%	1.5%	-12%	-5%	-3%
Cc1csc(NC(=O)/C=C/c2ccc(C)o2)n1	3%	0.4%	1%	-1%	2%
Cc1ccc(C(=O)Nc2ccc(N3CCN(C(=O)c4ccco4)CC3)cc2)cc1	-2%	1.4%	41%	5%	-3%
O=S(=O)(NC1CC1)c1ccc(Cl)cc1	-2%	i	1%	9%	1%
CC(CO)(CO)N=Cc1c(O)n(-c2cccc3ccccc23)c(=O)[nH]c1=O	0%	i	-11%	-3%	-4%
COc1ccc(-c2nc(C)ncc2N=Nc2ccccc2)cc1	24%	7.8%	9%	9%	-3%
Cc1c(Br)cc(C(=O)N2CCCC2)c(C)c1C	-6%	i	22%	-5%	-4%
COc1ccccc1CCNCc1cc2c(cc1[N+](=O)[O-])OCO2	-4%	0.1%	3%	0%	3%
CCN1CCN(C(=O)NC2CCCCC2)CC1	-3%	i	9%	3%	-1%
CC(=O)NS(=O)(=O)c1ccc(NC(=O)c2ccc3c(c2)C(=O)N(CCC(C)C)C3=O)cc1	3%	0.1%	-5%	6%	8%
O=C(CCc1nc2ccccc2s1)NC1CCOC1=O (centres undefined)	7%	i	-2%	-3%	24%
Cc1cc(C)cc(NC(=S)NCc2cccn2C)c1	5%	i	35%	-12%	7%
COc1ccc(S(=O)(=O)N2CCOCC2)cc1NC(=O)COc1ccc(C)cc1	2%	i	17%	-7%	.
O=C(NCCC1=CCCCC1)c1c(O)nc2ccccn2c1=O	-3%	i	25%	-7%	7%
CCOc1ccc(/C=N/n2c(SC)nnc(C(C)(C)C)c2=O)cc1	1%	0.9%	2%	1%	1%
O=C(c1cccc(Cl)c1Cl)N1CCN(c2ccccn2)CC1	20%	5.2%	14%	1%	8%
COCCn1nnnc1CN1CCC(NC(=O)c2ccc(Br)cc2)CC1	21%	0.5%	-9%	-3%	-8%
CC(=O)C1=C(O)C(=O)N(CC(=O)O)C1c1ccccc1Cl (centres undefined)	0%	i	6%	1%	-8%
Cc1nc(N2CCC(C)CC2)c(C#N)c(C)c1[N+](=O)[O-]	3%	0.6%	-1%	-1%	-3%
CCN(C(=O)CSc1nc2c(cnn2-c2ccccc2)c(=O)[nH]1)C1CCS(=O)(=O)C1 (centres undefined)	4%	0.3%	-5%	3%	2%
O=C1CC(c2cccc(Br)c2)c2cc3c(cc2N1)CCC3 (centres undefined)	19%	0.7%	25%	11%	5%
COc1ccc(NC(=O)COc2ccc(C)nc2[N+](=O)[O-])cc1S(N)(=O)=O	9%	1.2%	26%	-8%	.
CC(C)Oc1ccc(C(=O)Nc2c3c(nn2-c2ccccc2)CS(=O)(=O)C3)cc1	1%	7.9%	-5%	-4%	-10%
CN(C)CCCNS(=O)(=O)c1ccc(-n2nnc3ccccc32)c([N+](=O)[O-])c1	10%	i	12%	-2%	2%
O=Cc1c(Cl)nc2ccccn12	-5%	0.5%	1%	15%	2%	inhibitors of VEEV 10K pilot screen=0.7
COc1ccc(N2CCN(C(CNC(=O)C(=O)NCC(OC)OC)c3ccco3)CC2)cc1 (centres undefined)	5%	i	3%	7%	6%
CC(=O)Nc1c(O)c2cccc3c2n(c1=O)CCC3	-1%	0.7%	10%	2%	-2%
CCCCOC(C)n1cc(F)c(=O)[nH]c1=O (centres undefined)	0%	1.5%	18%	1%	-12%
CCCc1cc(=O)[nH]c(SCC(=O)N2CCN(S(=O)(=O)c3ccccc3)CC2)n1	-6%	2.2%	-11%	3%	-3%
CC(C)(C)OC(=O)C[C@@H]1C/C=C\C[C@@H](CC(=O)N[C@@H](CO)Cc2ccccc2)C(=O)NCCOC1=O	-6%	0.2%	31%	1%	.
Cn1c2ccccc2c2nnc(SCC(=O)NC3CC3)nc21	-1%	2.0%	9%	-6%	-1%
CCN1CCN(C(c2cccs2)C(C)NC(=O)c2cccnc2)CC1 (centres undefined)	4%	2.4%	-5%	-10%	-3%
COc1cc(NC(=S)NC(=O)c2ccc(C)cc2C)ccc1NC(=O)c1cccs1	-8%	2.0%	12%	6%	-14%
CC(C)CC(OC(=O)c1nsc(Cl)c1Cl)C(=O)NC1CCCC1 (centres undefined)	10%	2.5%	32%	0%	-16%
CCOc1cc(/C=C/c2nc3ccccc3s2)ccc1OCC(=O)N1CCOCC1	-6%	6.6%	24%	?	0%
CCc1cc(=O)oc2c(C)c(OC(C)C(=O)NCCCN3CCOCC3)ccc12 (centres undefined)	2%	1.6%	11%	0%	-9%
COc1ccc(C2=NN(C(=O)c3ccco3)C(c3ccco3)C2)cc1OC (centres undefined)	-7%	7.3%	11%	4%	16%
O=C(O)C1CCCCC1C(=O)Nc1ccc(S(=O)(=O)N2CCCC2)cc1 (centres undefined)	-6%	0.9%	-5%	4%	-5%
CCS(=O)(=O)CCSC1OC(COC(C)=O)C(OC(C)=O)C(OC(C)=O)C1OC(C)=O (centres undefined)	10%	0.6%	0%	-1%	-2%
O=C(N[C@@H](Cc1ccccc1)C(=O)N1CCN(S(=O)(=O)c2ccccc2F)CC1)c1ccco1	-2%	i	22%	-1%	.
Cc1csc(SCC(=O)Nc2cc(C(N)=O)cc(C(N)=O)c2)n1	1%	2.1%	0%	-5%	.
Cc1ccc(/C=C/C(=O)NCc2ccc(S(N)(=O)=O)cc2)o1	-14%	0.7%	.	.	.
COC(=O)C1=C(c2ccc3ccccc3c2)C[C@@H]2CC[C@H]1N2C(=O)N1CCCCC1	4%	0.2%	5%	6%	.
Cc1ccc2nc(N3CC(=O)Nc4ccccc43)nc(-c3ccccc3)c2c1	-5%	i	25%	2%	-2%
CCCn1c(SCC(=O)Nc2ccc(OC)cc2[N+](=O)[O-])n[nH]c1=O	4%	i	-5%	1%	-4%
CCN(C(=O)COC(=O)c1ccc(OC)c(S(=O)(=O)N(C)Cc2ccccc2)c1)C1CCS(=O)(=O)C1 (centres undefined)	8%	i	5%	-7%	-5%
Cc1[nH]n(-c2ccccc2)c(=O)c1/C=N/N1CCOCC1	9%	i	-6%	-7%	-1%
CCOc1cc(-c2nn3cnnc3s2)cc(OCC)c1OCC	-2%	1.4%	7%	0%	2%
Cc1cc(C(=O)COC(=O)C2=COCCO2)c(C)n1-c1ccccc1	-17%	0.4%	38%	?	.
CCCCCC(N)=O	-27%	i	2%	-1%	.
CCCCn1nc(C(=O)Nc2ccc3c(c2)OCO3)c2ccccc2c1=O	-3%	10%	41%	12%	.
Cc1ccc(S(=O)(=O)N(CC(=O)NCc2ccccc2)C(=O)N2CCN(C)CC2)cc1	2%	1.3%	.	.	.
Cc1ccc(-c2nc(CS(=O)CC(=O)NCCCN3CC(C)CC(C)C3)c(C)o2)cc1 (centres undefined)	7%	0.6%	24%	-6%	10%	inhibitors of VEEV 10K pilot screen=0.1
CCCCC(OC(=O)CN1C(=O)COc2ccccc21)C(=O)NC1CCCCC1 (centres undefined)	6%	0.3%	32%	3%	12%
CC(=O)Nc1ccccc1P(=O)(c1ccccc1)c1ccccc1OC(C)=O (centres undefined)	-1%	4.9%	5%	-8%	9%
COc1ccc(NC(=O)/C=C/c2cccc(C(F)(F)F)c2)cn1	5%	0.5%	32%	12%	16%
COC(=O)C1=CN(Cc2ccc(OC)cc2)C=C(C(=O)OC)C1c1ccsc1	-5%	7.0%	17%	7%	8%	inhibitors of VEEV 10K pilot screen=1.4
CCN(CC)CCOc1cc2c(nn1)Oc1ccccc1N2C	-13%	0.0%	-3%	1%	5%
COc1cc(/C=C2\SC(=S)N(CC(=O)Nc3ccccn3)C2=O)cc(OC)c1OC	10%	4.1%	37%	57%	-6%
CSC1=Nc2sc3c(c2C2=NCCN12)CC(C)(C)OC3	-11%	i	.	.	.
Going on with the list.
SMILES	H1N1 NS1A inhibition	inhibitors of VEEV	M. tuberculosis	H37Rv inhibition	Salmonella PhoP GFP	others
CC(C)(C)OC(=O)NCCCCC1=CC2=CC(=O)C(C)(OC(=O)c3cnc4ccccc4n3)C(=O)C2=CO1 (centres undefined)	.	.	-6%	4%	-1%
Cc1ccc(-c2cc(-c3ccccc3Cl)c(C#N)c(N)n2)o1	6%	i	49%	-2%	-3%
O=C(Nc1cccc(Cl)c1)c1nc[nH]c1C(=O)N1CCc2ccccc2C1	6%	5.7%	34%	8%	.
CC(=O)Nc1ccc(S(=O)(=O)n2cnc(C)c2)cc1	-12%	2.8%	.	1%	-5%
Cc1cccc(C)c1NC(=O)CSc1nnc(-c2cnccn2)n1C	-1%	i	4%	1%	9%
COC(=O)c1ccc(C)c(NC(=O)CN2C(=O)c3ccccc3S2(=O)=O)c1	-4%	1.3%	-9%	-1%	31%
CN(C)C(=O)CCSc1nnc(-c2ccco2)o1	-11%	2.0%	?	0%	11%
O=C(Nc1cccc(Cl)c1)OCCOCCOC(=O)Nc1cccc(Cl)c1	11%	3.1%	.	.	.

For convenience, 3 of the compounds above:
SMILES	H1N1 NS1A inhibition	inhibitors of VEEV	M. tuberculosis	H37Rv inhibition	Salmonella PhoP GFP	others
COC(=O)c1ccc(C)c(NC(=O)CN2C(=O)c3ccccc3S2(=O)=O)c1	-4%	1.3%	-9%	-1%	31%
CN(C)C(=O)CCSc1nnc(-c2ccco2)o1	-11%	2.0%	?	0%	11%
O=C(Nc1cccc(Cl)c1)OCCOCCOC(=O)Nc1cccc(Cl)c1	11%	3.1%	.	.	.
